ERp5 block = inhibitors of ERp5-driven insulin aggregation, primary screen, biochemical, turbidity, absorbance 650 nm, single point | Protein disulfide-isomerase A6 (Homo sapiens), Q15084 | 90 min | inhibition, % at 9.99 µM | 0.05% of 350,000 active | AID 651711, 2012;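 active = mean replicate inhibition above about 25%, with every replicate also reaching it, limit read from the data, passing the limit was not always enough; inconclusive = only one of those two criteria met; inactive = neither criterion met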
Target sequence (Q15084 whole entry, looked up): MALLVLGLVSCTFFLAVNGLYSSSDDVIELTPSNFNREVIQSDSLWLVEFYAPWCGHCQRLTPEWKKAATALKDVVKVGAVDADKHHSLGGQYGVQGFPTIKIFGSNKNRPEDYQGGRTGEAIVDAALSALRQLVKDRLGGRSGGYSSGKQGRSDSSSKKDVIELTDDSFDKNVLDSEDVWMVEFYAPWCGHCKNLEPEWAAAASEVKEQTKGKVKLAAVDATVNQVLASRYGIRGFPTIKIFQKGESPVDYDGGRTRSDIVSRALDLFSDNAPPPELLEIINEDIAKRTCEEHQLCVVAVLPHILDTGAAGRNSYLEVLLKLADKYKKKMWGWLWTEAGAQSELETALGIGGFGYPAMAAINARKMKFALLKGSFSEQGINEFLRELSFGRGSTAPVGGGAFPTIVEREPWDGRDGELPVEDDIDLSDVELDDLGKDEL
ARNT-TACC3 inh = disruptors of ARNT/TACC3 protein interaction, primary screen, biochemical, AlphaScreen, single concentration; inhibition, % at 9.99 µM; Transforming acidic coiled-coil-containing protein 3 (Homo sapiens), Q9Y6A5; AID 623870, 2012; AlphaScreen His-ARNT PAS-B/GST-TACC3 binding, luminescence; TACC3 fragment carries E629A point mutation; 0.66% of 390,000 active;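 active = mean inhibition of replicates at least 50% and at least half of replicates each reaching 50%; inconclusive = half or more replicates reach 50% but mean below 50%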;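 note: 0% = complete ARNT plus TACC3 wells and 100% = ARNT alone without TACC3; many hits fall short of the cut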
XiGFP reactiv = activators of inactive X chromosome reactivation, primary screen, imaging, XiGFP fibroblasts, GFP high-content imaging, set 2; XiGFP mouse fibroblasts, % GFP-positive cells imaging, 3 d; cells co-treated with 5-aza-dC sensitizer; scaled so ellipticine positive control = 100%; activation, % at 7.58 µM; 0.055% of 360,000 active; AID 743238, 2013;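 active = mean normalized replicate activation at least 10% and every replicate at or above 10%; inconclusive = only one of the two criteria met; inactive = mean below 10% and not all replicates reach 10%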;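 note: 0% = median of on-plate neutral control wells and 100% = ellipticine 6 µM median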
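System: 68-5-11 XiGFP fibroblast line; Timing: 3 days compound exposure; Compound dosing: one concentration, pinned; Benchmarks: positive control ellipticine, 6 µM final; Buffer or medium: DMEM containing 5-aza-dC.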
F508del corr = F508del CFTR correction, initial screen, CFBE line, single point | activity (quench increase), % at 7.58 µM | CFBE cells, YFP halide quenching; stimulated with forskolin plus potentiator P3; % fluorescence drop versus neutral controls | 0.36% of 350,000 active;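 active = mean added fluorescence quench of at least 8% versus neutral control, with both replicates also reaching 8%; inconclusive = only one of the mean or replicate conditions met; inactive = mean below 8% and not both replicates reaching 8%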;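 note: cells transiently co-express mutant CFTR-F508del with the halide-sensitive YFP; corrector assay measuring rescue of mutant channel to the surface after 24 h compound exposure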
INS-1E GSIS act = GLuc luminescence reporter in INS-1E cells, primary screen for activators of glucose-dependent secretion of insulin. INS-1E GLuc reporter insulin secretion, 2-3 h. activation, % at 16.6 µM. 0.61% of 370,000 active. AID 743287, 2014;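 active = lowest replicate activation of at least 40%, so every replicate reaches that level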;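 note: 0% = median of neutral control wells and 100% = median of IBMX positive control wells; some compounds called inactive have numbers as strong as hits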
PAX8 reporter = inhibitors of PAX8-driven TPO luciferase reporter, primary screen, RMG-I cells, single concentration; 1.2% of 360,000 active; inhibition, % at 12.6 µM; AID 652154, 2013; SteadyGlo, 24 h;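 active = mean replicate inhibition at least 60% with every replicate also reaching 60%; inconclusive = only one of the two criteria is met; inactive = mean below 60% and not all replicates reaching 60%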;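 note: luciferase light reporting Pax8 driven TPO promoter activity; plate controls were median of neutral control wells for no effect and mitoxantrone controls for full effect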
DENV2 CPE = inhibitors of DENV2 cytopathic effect, primary screen, cell-based, plate reader, single concentration. DENV2-infected cells, cytopathic effect rescue. CPE inhibition, % at 9.99 µM. 1.7% of 350,000 active; in the data active = CPE inhibition above about 20%, passing the limit was not always enough; inconclusive = no clear call, values can overlap the other calls; tested in BHK-21 cells;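 note: 0% = median of neutral control wells and 100% = median of positive control wells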
EWS-Fli block = EWS/Fli-driven NR0B1 reporter inhibitors, primary screen, A673 cells, NR0B1 luciferase, luminescence, MLPCN library; viability-normalised; inhibition, % at 12.6 µM; 0.67% of 350,000 active; AID 651661, 2012;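 active = mean inhibition of at least 50% after viability correction, with every replicate also passing that limit; inconclusive = mean reaches 50% but only one of two replicates passes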;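 note: firefly luciferase signal divided by Alamar Blue viability fluorescence both relative to DMSO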
* hit, by the source's call; ? = inconclusive; . = not tested or not shown; & = joins results of further samples; ! = not confirmed by another sample. An unsorted share of the library. About 4.2% of those tested had a hit in this group.

No.	SMILES	INS-1E GSIS act	ARNT-TACC3 inh	DENV2 CPE	F508del corr	EWS-Fli block	ERp5 block	PAX8 reporter	XiGFP reactiv
1	O=C1N=c2ccccc2=C1c1sc(Nc2cccc(O)c2)nc1O	-14	-4	-3	0.4	-81	5	-57	0.1
2	Cc1cc2c(c(=O)o1)[C@@]1(C(=O)N(c3ccccc3)c3ccccc31)C1=C(CCCC1=O)O2	.	.	1	0.5	-1	0	7	0.2
3	CC(C)Oc1ccc(C(=O)NC2CCSc3ccccc32)cc1 (stereo not drawn)	4	2	-5	-0.3	-29	3	-9	-0.1
4	Cc1nc2ccc(Cl)cc2n1C	-11	.	9	-0.3	-9	1	-24	0.0
5	COc1ccccc1C#Cc1ccc([C@@H]2[C@@H](CO)N3CCCCN(C(=O)C4CC4)C[C@@H]23)cc1	.	-8	3	0.2	-2	5	16	.
6	Cc1noc(C)c1NC(=O)N[C@H]1C=C[C@H](CC(=O)Nc2ccccc2)O[C@H]1CO	7	-1	1	0.4	2	4	.	-0.2
7	O=C(CC(c1ccc(F)cc1)c1ccco1)Nc1nccs1 (stereo not drawn)	-15	-1	.	-0.5	2	-3	-6	0.0
8	Cc1ccc(S(=O)(=O)NNC(=O)c2cnn(-c3ccccc3)c2C(F)(F)F)cc1	1	-5	-2	1.7	5	2	-1	0.2
9	Cc1ccc(/C=C/S(=O)(=O)NCc2ccc(F)cc2)cc1	1	-4	5	0.4	-6	0	-1	0.3
10	O=C(CSCc1cccc(F)c1)NCc1ccccc1	14	-1	-1	2.7	-45	2	-142	0.1
11	Cc1ccc(S(=O)(=O)NCC2CCC(C(=O)NCc3cccnc3)CC2)cc1 (stereo not drawn)	0	1	-2	-2.6	6	7	-1	0.2
12	CN(C)c1ccc2c(c1)[C@@H]1C[C@@H](CC(=O)N3CCCCC3)O[C@H](CO)[C@@H]1O2	-4	.	-4	0.8	-8	-4	.	0.1
13	C[C@@H]1CN([C@H](C)CO)C(=O)c2cc(NC(=O)c3ccccc3)ccc2O[C@@H](C)CCCCO[C@H]1CN(C)C(=O)CCC(F)(F)F	-8	-6	17	-0.9	3	-1	-2	0.3
14	C[C@@H]1CN([C@H](C)CO)C(=O)c2cc(NC(=O)NC3CCCCC3)ccc2O[C@@H](C)CCCCO[C@H]1CN(C)C(=O)Nc1ccc2c(c1)OCO2	-4	9	101*	1.4	7	.	17	0.2
15	O=C(Nc1ccccc1C(=O)O)c1cc(S(=O)(=O)Nc2ccccc2)ccc1Cl	-4	6	1	1.4	22	-7	5	0.0
16	CC(C)CC#Cc1ccc([C@@H]2[C@@H](CO)N3C(=O)CN(C(=O)Cc4cccnc4)C[C@@H]23)cc1	-11	.	-4	-0.6	0	0	2	0.4
17	Cc1cccc(N2CCN(C(=O)c3ccccn3)CC2C)c1 (stereo not drawn)	.	3	-11	-1.5	6	-1	0	0.0
18	CC(C)(C)c1cc(N)n2nc(C(C)(C)C)cc2n1	6	-6	13	-3.7	-4	3	8	0.0
19	CN(C)C(=O)c1ccc(-n2cnc3ccccc3c2=O)cc1	13	5	4	-1.2	6	4	11	0.0
20	CN(CCCC(=O)NCc1ccccc1)S(=O)(=O)c1ccc([N+](=O)[O-])cc1	-9	3	-3	0.2	3	4	18	0.0
21	CN(C)C(=O)CSc1nnc([C@H](Cc2ccccc2)NC(=O)OC(C)(C)C)o1	-12	-4	-1	-3.4	5	3	-6	0.1
22	C[C@@H]1CN([C@@H](C)CO)C(=O)c2cccc(NC(=O)Nc3ccc4c(c3)OCO4)c2O[C@@H]1CN(C)S(C)(=O)=O	16	1	0	-2.9	-10	5	.	0.1
23	Cc1cc(C(C)(C)C)n2nc(C)c(-c3ccccc3)c2n1	13	4	2	-1.4	-1	1	19	0.0
24	CCOc1ccc(N(CC(=O)N2CCCC2)S(=O)(=O)c2ccc(Cl)cc2)cc1	-10	24	5	1.5	6	-6	-8	0.3
25	Cc1cccc(-c2ccc([C@H]3[C@H](CO)N4CCCCN(Cc5ccncc5)C[C@@H]34)cc2)c1	15	4	-7	-0.4	-13	-4	-22	-0.1
26	CO[C@@H]1CN(C)C(=O)c2cc(NC(=O)c3ccccc3F)ccc2OC[C@H](C)N(CC2CC2)C[C@H]1C	-9	-9	-1	-6.2	-3	-11	-19	0.3
27	CCS(=O)(=O)N1CCCCN2[C@H](CO)[C@H](c3ccc(C#Cc4ccccc4OC)cc3)[C@@H]2C1	5	0	7	-3.3	.	-1	-6	-0.1
28	Cc1nc2ccc(NC(=O)c3cccc(S(=O)(=O)N4CCOCC4)c3)cc2s1	.	6	-6	-1.4	10	1	.	0.0
29	COc1ccc(NC(C)=O)cc1NC(=O)C1CCN(C(=O)Nc2ccccc2)CC1	-14	.	-1	-0.7	3	2	-2	0.1
30	Cc1ccc2c(CN3CCN(C(=O)c4ccco4)CC3)cc(=O)oc2c1C	.	12	2	3.3	7	-7	28	-0.1
31	O=C1CSC(c2cccc(O)c2)N1Cc1ccccc1 (stereo not drawn)	42*	-7	7	-1.3	13	0	7	0.4
32	Cc1ccc(Cc2nnc(SCC(=O)Nc3c(C)cccc3C)[nH]c2=O)cc1	8	-4	-2	2.3	-1	3	-10	0.7
33	CC(=O)Nc1ccc(S(=O)(=O)NC2=C(N3CCN(Cc4ccccc4)CC3)C(=O)c3ccccc3C2=O)cc1	-5&-25	26&34	-3&1	15*!	-21&-17	3&5	-9&10	0.0&0.1
34	C[C@@H]1CN([C@@H](C)CO)C(=O)CCCn2nncc2CO[C@@H]1CN(C)S(=O)(=O)c1ccc2c(c1)OCCCO2	6&9	5	0&6	-0.1&-1.3	1&3	4&0	3&0	-0.1&0.2
35	CCOC(=O)[C@]12CCC=C1N(Cc1ccc(Cl)cc1Cl)C(=O)[C@H](CC(=O)NCc1cccs1)C2	0	.	18	2.5	11	4	-8	0.1
36	CN(C)S(=O)(=O)c1cccc(NC(=O)C2CCN(S(=O)(=O)c3cccs3)CC2)c1	-1	.	0	-0.6	1	10	47	0.0
37	CCOC(=O)CN(C(=O)CSc1nnc(CNc2ccc(C)cc2C)o1)c1ccccc1	-39	6	.	.	.	1	18	.
38	COc1ccccc1C(=O)NCCC(=O)N1CC(C)OC(C)C1 (stereo not drawn)	18	1	19	4.1	2	-4	-2	0.1
39	O=C(c1ccccc1)N1CC(=O)N2[C@H](CO)[C@@H](c3ccc(-c4ccccc4)cc3)[C@H]2C1	-1	.	-4	3.2	-5	-6	.	0.0
40	COc1cc(C(=O)NCCOc2cccc3cccnc23)cc(OC)c1OC	.	1	-6	6.3	4	9	22	0.0
41	O=C(/C=C/c1ccc(S(=O)(=O)NCc2ccco2)cc1)NCc1ccccc1Cl	-7	4	-5	.	2	0	0	0.0
42	COc1cc(C)c(S(=O)(=O)N2CCN=C2c2ccccc2)cc1C	33	-1	.	.	.	.	12	0.1
43	COc1ccc(S(=O)(=O)N(C)C[C@H]2Oc3ccc(NS(=O)(=O)c4ccc(F)cc4)cc3CC(=O)N([C@@H](C)CO)C[C@@H]2C)cc1	3	.	77*	-2.4	7	-2	.	?
44	O=c1cccccc1NCc1ccccc1	-9	3	.	.	.	1	-24	.
45	Nc1nc(COC(=O)CCC(=O)c2ccc(Cl)cc2)nc(Nc2ccccc2)n1	11	1	4	-1.3	-4	9	-15	0.2
46	Cc1ccc(CS(=O)(=O)Cc2ccc(C(=O)NC3CCCCCC3)o2)cc1	-29	-5	-3	1.5	3	0	-2	0.0
47	COc1cc2c(cc1OC)C(COc1cc(C)cc(C)c1)N(C(C)=O)CC2 (stereo not drawn)	8	7	-4	3.2	.	0	19	0.3
48	O=C1CCC(OCc2ccccc2)CCN1[C@H](CSc1ccccc1)Cc1ccccc1 (stereo partly drawn)	-8	.	7	-1.7	11	3	-15	0.0
49	O=[N+]([O-])c1cnc(N2CCCCC2)c([N+](=O)[O-])c1	42	-1	.	.	.	.	1	0.1
50	Cc1ccccc1-c1ccc([C@H]2[C@H](CO)N3CCCCN(S(=O)(=O)c4ccc(F)cc4)C[C@@H]23)cc1	-13	15	.	-4.4	21	-1	24	0.1
51	CCOC(=O)c1sc(NC(=O)C2=COCCO2)c(C#N)c1C	2	1	-2	0.5	-10	7	-16	0.0
52	CC(C)(C)OC(=O)NCCCC[C@H](NC(=O)c1nc[nH]c1C(=O)NCC(=O)OCc1ccccc1)C(=O)OC(C)(C)C	-9	3	-10	0.2	-1	8	-4	0.0
53	O=C(O)c1c(-n2cccc2)sc2c1CCCC2	2	-3	-2	-0.1	-51	1	11	0.0
54	CN(C)S(=O)(=O)c1ccc(Cl)c(C(=O)OCC(=O)c2ccco2)c1	16	-7	12	1.2	1	1	-5	0.3
55	CN(C)c1ccc(/C=N/NC(=O)CNC(=O)c2ccco2)cc1	8	5	1	0.9	-3	-6	-20	0.1
56	Cc1ccc(S(=O)(=O)N2CCC(Oc3ccc(-n4cnnn4)cc3)CC2)cc1	49	5	-2	1.2	.	1	-17	0.1
57	C=CCNC(=S)/N=c1/ccccn1Cc1ccccc1	-12	2	0	-0.9	6	4	22	-0.1
58	CO[C@@H]1CN(C)C(=O)c2cc(NC(=O)C3CC3)ccc2OC[C@@H](C)N(C(=O)c2ccccc2)C[C@H]1C	2	-6	7	-3.1	1	7	-5	-0.2
59	c1ccc(NCc2cccc3ccccc23)nc1	-2	-15	0	1.0	-4	6	3	0.0
60	O=C(N/N=C/c1ccncc1)c1cccc(S(=O)(=O)N2CCCC2)c1	6	3	-4	-1.9	3	10	-4	-0.2

The list goes on.
No.	SMILES	INS-1E GSIS act	ARNT-TACC3 inh	DENV2 CPE	F508del corr	EWS-Fli block	ERp5 block	PAX8 reporter	XiGFP reactiv
61	CCC1=C2CC[C@H]3C(=O)N(c4ccccc4)C(=O)[C@H]3[C@H]2[C@@]2(C)C(=NCc3ccccc3)OC(=O)N2C1=O	3	8	18	-0.1	4	4	4	2.2
62	CO[C@@H]1CN(C)C(=O)c2ccc(NS(=O)(=O)CC(F)(F)F)cc2OC[C@H](C)N(C)C[C@@H]1C	9	-11	-1	0.1	-4	17	-3	0.1
63	c1ccc(CN2CCc3[nH]c4ccccc4c3C2)cc1	8	0	8	2.3	2	-3	19	1.3
64	Cc1cc(C(=O)OC(C)C(=O)NC2CCCCC2C)c2ccccc2n1 (stereo not drawn)	-4	.	3	1.3	-11	-6	-2	0.2
65	COC(=O)c1cc2c(c3c4cc(OC)ccc4n(S(=O)(=O)c4ccc(OC)cc4)c13)C(=O)N(Cc1ccc(N(C)C)cc1)C2	.	.	9	-1.4	11	-1	5	0.2
66	O=C(COC(=O)c1ccccc1O)NNC(=O)c1ccc(Br)cc1	-5	0	-7	2.7	-2	-5	-2	0.1
67	Cc1cccc(NC(=O)CSc2nnc(C3CC3)n2CC2CCCO2)c1 (stereo not drawn)	3	-3	0	0.4	15	4	-12	-0.1

Screening results (PubChem BioAssay)
